Bioassay records deposited in PubChem BioAssay by National Center for Advancing Translational Sciences (NCATS).
FBPA coupling cs – counter-screen for Giardia aldolase inhibitors: coupling enzyme system; coupling enzyme system counterscreen, AmpLite Red fluorescence; activity change, negative = inhibition, % at 58.2 µM, hits read low; hit rate 0.67% among 290,000; AID 2472; in the data active = activity change below about -30%; also: % is scaled to controls: 0 for no effect and ±100 for the full control effect
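Coupling enzymes only (glyceraldehyde-3-phosphate) + compound, at 57.5 uM final, 10 min RT; add substrate/coupling/AmpLite Red mix, 20 min RT; fluorescence ex 525/em 598 nm. Actives flag coupling-system interference.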
hERG WT inh – inhibitors of human wildtype KCNH2 potassium channel; U2OS, BacMam KCNH2, thallium flux FluxOr; hits give low values; activity change, % at 1.84 µM; hit rate 0.37% among 340,000; AID 720551;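 active = maximum activity change below -70%; inconclusive = maximum activity change between -70% and -50%; inactive = maximum activity change above -50%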; also: % is scaled to controls: 0 for no effect and ±100 for the full control effect
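U2OS cells transduced with wild-type KCNH2 virus are loaded with FluxOr dye for 45 min, and thallium flux is measured in kinetic reads before and after stimulation buffer. Rate constants are normalized to DMSO controls.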
TCR act – activators of T cell receptors; Potency, µM (titrated, usually from 9.22 µM), for inactives: at the top dose activation of IL-2 secretion, hits mostly activators; 330,000 tested, under 10 active; primary human leukocytes, anti-CD3, IL-2 HTRF, 48 h; also: % of control where 0% means no effect
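Using a-CD3 beads without co-stimulation, primary human leukocytes were exposed to compounds for 48 hr. An HTRF IL-2 kit measured the cytokine, with europium-to-d2 energy transfer producing emission at 665nm upon 320nm excitation.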
AT treatment – candidate therapy for ataxia-telangiectasia. […] A-T fibroblasts, KAP-1 phosphorylation AlphaLISA; neocarzinostatin DNA damage 30 min before lysis. hit rate 0.19% among 320,000. Potency, µM (highest dose often 57.5 µM), inactives show at the top dose activation, most hits filed as activators. AID 485349; also: potency is read from the fitted curve at half-maximal effect; % of control where 0% means no effect; nearly all actives have a fitted effect of over 45% in size
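hTERT-immortalized A-T patient fibroblasts ([…]), 500 cells/well in OPTI-MEM, 1% FBS, got compounds for 60 min, then NCS for 30 min at 37C. Lysates were then assayed for phospho-KAP-1 by AlphaLISA (anti-pKAP1 donor, anti-KAP1 acceptor beads), 6 hr at 25C.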
BCR signal inh – chronic active BCR signaling inhibition | hit rate 0.05% among 340,000 | Potency, µM (doses to about 46.1 µM), for the others: at the top dose ratio change, negative = lower green/red ratio, usual class: inhibitors | ABC-DLBCL IkBa-CBG/CBR reporter, luminescence ratio, 4 h; active = well fitted inhibition curve with a large enough effect in the signal ratio, with a control signal flat, not every such curve was filed as active; inconclusive = small, poorly fitted or top-dose-only effect, or effect the other way, or a change in a side signal; the % refers to the signal ratio;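 also: potency is read from the fitted curve at half-maximal effect; plate controls were basal doxycycline-induced cells for no effect and cells given 10 µM MG132 for full effect; MG132 reads +100%, hits lower the ratio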
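Concentration-response series (up to 46 uM) were applied to TMD8 dual-reporter cells for 4 h at 37C with doxycycline. Green/red ratio, after filter-overlap correction, defined %Activity; red signal alone was normalised to basal cells and zero luminescence.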
TSHR antagonist – antagonists of human thyroid stimulating hormone receptor; TSHR-expressing cells, TSH-stimulated cAMP HTRF, 2 h; hits give low values; activity change, negative = inhibition, % at 11.5 µM; hit rate 0.2% among 330,000; AID 504810;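 active = activity change below a set negative limit, meaning inhibition stronger than a set level, cut at about -70% in these data; inconclusive = activity change between two set negative limits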; also: % is scaled to controls: 0 for no effect and ±100 for the full control effect
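Competitive HTRF cAMP read-out (cryptate anti-cAMP antibody, cAMP-d2; 30 min, room temperature) in freshly harvested TSHR cells. Compounds added before TSH at EC80 (4nM final), followed by 2 hours' incubation at 37 deg C.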
Tb PFK block – T. brucei PFK enzyme inhibition; O15648; T. brucei PFK, ADP-Glo luminescence; hit rate 0.17% among 330,000; Potency, µM (titrated, usually from 57.5 µM), for inactives: top-dose activity, negative = inhibition, hits mostly inhibitors;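 also: potency is read from the fitted curve at half-maximal effect; 0% = uninhibited 1x PFK enzyme wells and -100% = no-enzyme wells; nearly all actives have a fitted effect of over 60% in size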
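ADP-Glo luminescence quantified ADP after 45 min at room temperature, with 1.25 nM T. brucei PFK, 0.1 mM ATP and 0.5 mM fructose-6-phosphate in pH 8.0 TEA buffer. qHTS titrations up to 57 µM; curves classified by quality.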
GALK inhibitor – inhibitors of human galactokinase | P51570 | Purified GALK, Kinase-Glo residual ATP luminescence | Potency, µM (series often up to 57.5 µM), for the others: top-dose activity change, negative = inhibition, hits mostly inhibitors | hit rate 0.007% among 270,000 | AID 1868; also: potency is read from the fitted curve at half-maximal effect; % is scaled to controls: 0 for no effect and ±100 for the full control effect
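Compounds were pin-transferred into ATP buffer (35 uM final), then GALK plus galactose (5 nM, 100 uM final) was added. After 1 h at room temperature, Kinase-Glo Plus was added and luminescence read after 10 min.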
Giardia killer – kills Giardia lamblia; Giardia lamblia trophozoite viability; activity change, % at 7.66 µM, hits read low; hit rate 0.15% among 340,000; in the data active = activity change below about -80%; inconclusive = between about -30% and that limit;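 also: parasites exposed to compound for two days anaerobically before the ATP read; % is scaled to controls: 0 for no effect and ±100 for the full control effect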
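Viability, read as ATP luminescence: trophozoites at 100 cells/well, compound added, 48 hrs anaerobic at 37 deg C, then 15-30 min room-temperature development before reading.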
MLL CXXC-DNA inh – MLL CXXC-DNA interaction inhibition | Potency, µM (top dose mostly 115 µM), for the others: at the highest dose activity change, negative = inhibition, actives largely listed as inhibitors | Q03164 | MLL-CXXC / FITC-HOXA9 DNA fluorescence polarization | hit rate 0.037% among 290,000 | AID 2662; active = well fitted inhibition curve with a large enough effect in the polarisation, with a control signal flat, not every such curve was filed as active; inconclusive = small, poorly fitted or top-dose-only effect, or effect the other way, or a change in a side signal; inactive = no such curve, though single readings can be large or run the other way; the % refers to the polarisation; also: potency is read from the fitted curve at half-maximal effect
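Purified MLL-CXXC (added from a 7 uM solution) was preincubated 5 min at ambient with pinned compounds in 50 mM Tris-HCl pH 7.5, 50 mM NaCl, 1 mM DTT, 0.05% BSA. Fluorescein-labeled HOX-A9 DNA (50 nM solution) followed, 30 min, then polarization read.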
Active calls of the source: *; i = inactive; ? = inconclusive; · = not tested or not shown; [ ] = dose if it differs, or a comment. Unless noted, calls follow the shape of the dose curve; as a rule, active = well fitted curve in the direction sought with a large enough effect; inconclusive = small, poorly fitted or top-dose-only effect, or another doubt; inactive = no such curve, though single readings can be large; an effect the other way counts as inactive or inconclusive.

SMILES	FBPA coupling cs	hERG WT inh	TCR act	AT treatment	BCR signal inh	TSHR antagonist	Tb PFK block	GALK inhibitor	Giardia killer	MLL CXXC-DNA inh
Cc1ccc(/C=N\NC(=O)Cc2noc3ccccc23)cc1	-1	-6	2%	-3%	0%	-8	0%	-2%	-16	13%
CC(C)C[C@H](NC(=O)c1nc[nH]c1C(=O)NCC(=O)OC(C)(C)C)C(=O)OCc1ccccc1	-7	-6	-5%	16%	1%	1	1%	3%	20	3%
O=S1(=O)CCOCCCN1Cc1cccc(F)c1	5	-4	-3%	-4%	-7%	5	-3%	·	15	0%
O=C(NC(NNc1ccc([N+](=O)[O-])cc1)(C(F)(F)F)C(F)(F)F)c1ccccc1Cl	-2	-7	-1%	24%	?	15	0%	-2%	-3	?
O=C(NC(Cc1ccccc1)C(=O)N1CCN(c2ccccc2O)CC1)c1ccccc1 (stereo not drawn)	·	-11	2%	8%	-2%	-1	-3%	·	16	·
Cc1cccc(C)c1OCC(=O)Nc1ccc2c(c1)C(=O)NC2=O	·	4	-3%	9%	2%	-9	-7%	4%	9	9%
Cc1ccc(NC(=O)CCC(=O)c2cccs2)nc1	·	2	-3%	3%	-7%	-3	0%	·	-10	·
O=C(Nc1nc(-c2nc3ccccc3s2)cs1)C1COc2ccccc2O1 (stereo not drawn)	0	-6	7%[46.1 µM]	-3%	?	-14	4%	1%	3	-1%
Cc1sc(NC(=O)C2CSC3(C)CCC(=O)N23)nc1-c1ccccc1 (stereo not drawn)	·	-7	5%	-4%	15%	-2	0%	·	1	·
Cc1cc(C(=O)NNC(=O)c2c(-c3c(Cl)cccc3Cl)noc2C)no1	·	-15	6%	3%	-1%	4	1%	-3%	-7	-2%
O=C1NCC(COCc2ccccc2)O1 (stereo not drawn)	-1	5	6%	-1%	2%	14	?	-4%	-8	5%
CC(=O)N1c2ccc(S(=O)(=O)N3CCCC(C(=O)NCc4ccccc4Cl)C3)cc2CC1C (stereo not drawn)	2	3	4%	-8%	6%	-1	3%	6%	-21	-5%
CCCOc1ccc(OCCSc2ncccn2)cc1	4	0	1%	1%	9%	-6	-1%	1%	22	-1%
CCOc1ccccc1CN1CCN(CC2=Cc3cc(OC)ccc3OC2)CC1CCO (stereo not drawn)	0	6	11%	-6%	-27%	5	-2%	5%	17	-1%
COC(=O)c1ccccc1NC(=O)CCCn1nc([N+](=O)[O-])c(Br)c1C	0	2	1%	-1%	-25%	-3	-7%	3%	4	1%
COC(=O)c1c(-c2cccc(OC)c2)csc1N	-8	0	-9%[46.1 µM]	7%	1%	10	9%	-4%	9	-1%
C=CCNC(=O)CCCCCNS(=O)(=O)c1ccc(OC)cc1	3	10	0%	5%	-5%	0	2%	3%	15	-6%
O=C(Nc1cccc(-c2nc3ccccc3[nH]2)c1)c1ccco1	-4	-5	1%	1%	?	5	-7%	0%	-3	8%
O=C(CCN1C(=O)C2C3CCC(C3)C2C1=O)Nc1cccc(Cl)c1 (stereo not drawn)	0	9	-3%	4%	0%	7	-9%	1%	-8	-5%
O=S(=O)(c1cccc(C(F)(F)F)c1)N1CCN(CC(O)COCc2ccccc2)CC1 (stereo not drawn)	·	0	3%	4%	?	-1	21%	·	-6	·
CCCC1(c2ccccc2)NC(=O)N(CC(=O)N2CC(=O)Nc3ccccc32)C1=O (stereo not drawn)	·	-5	2%	-19%	3%	8	-8%	·	16	·
Cc1c(CCOC(=O)C23CC4CC(CC(C)(C4)C2)C3)sc[n+]1Cc1ccccc1	4	4	·	6%	-18%	15	-3%	-1%	0	13%
O=C(NCc1ccccc1Cl)C1CCN(S(=O)(=O)c2ccc(N3CCCC3=O)cc2)CC1	·	-13	0%	1%	8%	5	0%	-2%	7	2%
CC(C)(C)c1ccc2c(c1)OC(C(=O)N/N=C\c1ccc(-c3cccc(C(=O)O)c3)o1)CO2 (stereo not drawn)	5	-2	-2%	19%	-2%	-22	-10%	-3%	-10	-2%
O=[N+]([O-])c1ccc(C[n+]2cccc3ccccc32)cc1	1	1	-5%	9%	-5%	6	-24%	4%	-5	34%[activator]

Continued:
SMILES	FBPA coupling cs	hERG WT inh	TCR act	AT treatment	BCR signal inh	TSHR antagonist	Tb PFK block	GALK inhibitor	Giardia killer	MLL CXXC-DNA inh
CCOc1ccc(CC(=O)Nc2cc(=O)n(C)c(=O)n2C)cc1	-1	2	·	-1%	-20%	-1	1%	4%	29	-8%
CCOC(=O)C1=C(C)Nc2ccccc2N=C1NC(=O)c1oc2ccccc2c1COC	·	-5	1%	4%	-1%	1	0%	·	-10	·
CC1(C)Oc2ccc3ccc(=O)oc3c2/C(=C/O)C1=O	-2	2	24%	0%	4%	1	1%	0%	4	-4%
Cc1oc(-c2ccccc2)cc1C(N)=O	2	10	3%[46.1 µM]	2%	6%	3	2%	-3%	10	-17%
COc1cc(NC(=S)NN2CCN(C)CC2)cc(OC)c1OC	0	i	-2%	2%	0%	-18	-12%	-1%	27	5%
Cc1cccc2cc(CN(CCCO)C(=O)Nc3ccc(Cl)cc3)c(=O)[nH]c12	1	2	-1%[46.1 µM]	-2%	8%	-12	0%	0%	7	4%
Cc1c(NC(=O)COC(=O)/C=C/c2cccc(Cl)c2)c(=O)n(-c2ccccc2)n1C	·	-5	2%	-4%	?	-3	0%	·	-16	·
COc1ccc(CCNC(=O)c2cc3c(=O)n(C)c4ccccc4c3n2C)c(OC)c1	0	3	1%	0%	-6%	-1	1%	-1%	14	-11%
Cc1nc2ccc(NC(=O)c3cc([N+](=O)[O-])cc([N+](=O)[O-])c3Cl)cc2s1	-3	0	0%[46.1 µM]	1%	?	-76*	-1%	-3%	-2	17%
O=C(NCCCl)Nc1ccccc1OCCOc1ccccc1NC(=O)NCCCl	2	6	4%	-4%	-1%	-1	6%	8%	7	-1%
Cc1cccc(-n2c(CCc3ccccc3)nnc2SCC(=O)c2ccccc2)c1	-1	10	-6%[46.1 µM]	14%	?	-6	-6%	·	0	16%
O=C(NCCCN1CCOCC1)c1ccc([N+](=O)[O-])cc1[N+](=O)[O-]	0	-10	-14%	1%	9%	9	1%	0%	8	5%
Cc1ccccc1-n1c(Cn2c(=O)sc3ccccc32)nnc1SCC(=O)Nc1nccs1	1	1	1%[46.1 µM]	0%	10%	7	6%	0%	8	-7%
CCn1c(-c2cc(Cl)ccc2OC)n[nH]c1=S	-1	-3	2%	0%	2%	-2	1%	2%	8	-11%
Cc1cc(C(C#N)c2ccccc2F)n2ncnc2n1 (stereo not drawn)	0	-2	23%	-5%	-17%	-1	1%	5%	-7	-17%

Random excerpt: 6 entries already listed
SMILES	FBPA coupling cs	hERG WT inh	TCR act	AT treatment	BCR signal inh	TSHR antagonist	Tb PFK block	GALK inhibitor	Giardia killer	MLL CXXC-DNA inh
CCn1c(-c2cc(Cl)ccc2OC)n[nH]c1=S	-1	-3	2%	0%	2%	-2	1%	2%	8	-11%
Cc1c(NC(=O)COC(=O)/C=C/c2cccc(Cl)c2)c(=O)n(-c2ccccc2)n1C	·	-5	2%	-4%	?	-3	0%	·	-16	·
O=C(NCCCN1CCOCC1)c1ccc([N+](=O)[O-])cc1[N+](=O)[O-]	0	-10	-14%	1%	9%	9	1%	0%	8	5%
Cc1cc(C(C#N)c2ccccc2F)n2ncnc2n1 (stereo not drawn)	0	-2	23%	-5%	-17%	-1	1%	5%	-7	-17%
O=C(NCCCl)Nc1ccccc1OCCOc1ccccc1NC(=O)NCCCl	2	6	4%	-4%	-1%	-1	6%	8%	7	-1%
CCOC(=O)C1=C(C)Nc2ccccc2N=C1NC(=O)c1oc2ccccc2c1COC	·	-5	1%	4%	-1%	1	0%	·	-10	·

Part of the list above in order of length of the SMILES, low to high.
SMILES	FBPA coupling cs	hERG WT inh	TCR act	AT treatment	BCR signal inh	TSHR antagonist	Tb PFK block	GALK inhibitor	Giardia killer	MLL CXXC-DNA inh
COc1cc(NC(=S)NN2CCN(C)CC2)cc(OC)c1OC	0	i	-2%	2%	0%	-18	-12%	-1%	27	5%
O=C(NCCCN1CCOCC1)c1ccc([N+](=O)[O-])cc1[N+](=O)[O-]	0	-10	-14%	1%	9%	9	1%	0%	8	5%
Cc1c(NC(=O)COC(=O)/C=C/c2cccc(Cl)c2)c(=O)n(-c2ccccc2)n1C	·	-5	2%	-4%	?	-3	0%	·	-16	·
